From PubChem BioAssay
CCHF vOTU inh – CCHFV vOTU protease inhibitors, primary screen, biochemical, Pep-AMC substrate, fluorescence | Crimean-Congo hemorrhagic fever virus L polyprotein viral ovarian tumor (vOTU) protease … | inhibition, % at 11.5 µM | hit rate 0.55% among 370,000; in the data active means inhibition above about 30%; further: 0% = vehicle wells with enzyme and 100% = no enzyme wells
3CLpro inhibitor – SARS-CoV 3CLpro protease inhibitors, primary screen, biochemical, quenched FRET; hit rate 0.14% among 290,000; Replicase polyprotein 1ab (Severe acute respiratory syndrome coronavirus), P0C6X7; recombinant SARS-CoV 3CLpro, quenched FRET peptide cleavage; inhibition, % at 6 µM; in the data active means inhibition above about 12%
MazF activator – activators of E. coli MazEF toxin-antitoxin RNase, primary screen, biochemical, fluorescence, uHTS; Endoribonuclease toxin MazF (Escherichia coli (strain K12)), P0AE70; FAM/BHQ RNA-DNA oligo cleavage fluorescence, 5 h; AID 504720, 2011; activation, % at 20 µM; hit rate 0.32% among 350,000; in the data active means activation above about 50%
Target sequence (P0AE70 whole entry, looked up): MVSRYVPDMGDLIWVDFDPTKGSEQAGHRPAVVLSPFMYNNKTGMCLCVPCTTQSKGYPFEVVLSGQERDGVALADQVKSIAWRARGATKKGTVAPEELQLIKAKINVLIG
BoNT-F LC inh – BoNT/F light chain protease inhibitors, primary screen, biochemical, flow cytometry, MLPCN library; Botulinum neurotoxin type F light chain protease (Clostridium botulinum); Multiplex microsphere protease cleavage assay; hit rate 0.22% among 360,000; inhibition, % at 10 µM; in the data active means inhibition above about 35%, passing the limit was not always enough; inconclusive means no clear call, values can overlap the other calls; further: plate controls were buffer without enzyme for full effect and enzyme alone for no effect
Rv3671c protease – Rv3671c serine protease inhibitors, primary screen, biochemical, fluorescence polarization, M. tuberculosis H37Rv; P9WHR9; inhibition, % at 5.96 µM; AID 2606, 2010; hit rate 0.048% among 320,000; in the data active means inhibition above about 38%;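 further: extracellular domain of Rv3671c used as enzyme; 0% = enzyme with DMSO and 100% = no enzyme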
Target sequence (P9WHR9 whole entry, looked up, the tested form may be a part): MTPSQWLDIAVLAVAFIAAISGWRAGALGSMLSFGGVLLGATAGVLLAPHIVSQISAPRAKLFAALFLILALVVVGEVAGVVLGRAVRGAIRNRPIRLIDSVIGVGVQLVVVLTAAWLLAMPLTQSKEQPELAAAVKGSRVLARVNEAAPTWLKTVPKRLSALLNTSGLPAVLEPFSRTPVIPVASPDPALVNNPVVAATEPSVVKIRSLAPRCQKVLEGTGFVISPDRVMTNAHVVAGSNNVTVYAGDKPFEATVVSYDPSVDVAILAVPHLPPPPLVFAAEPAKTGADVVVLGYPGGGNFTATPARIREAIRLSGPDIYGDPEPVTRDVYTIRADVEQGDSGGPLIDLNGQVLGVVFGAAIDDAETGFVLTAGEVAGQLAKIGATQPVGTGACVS
PrPC surface inh – inhibitors of human cell surface prion protein PrPC, primary screen, cell-based, TR-FRET; Major prion protein (Homo sapiens), P04156; TR-FRET read-out; inhibition, % at 13.8 µM; hit rate 0.43% among 370,000; AID 720596, 2013; in the data active means inhibition above about 24%; further: 0% = median of the test wells and 100% = reference compound wells
VHR inh abs – VHR1 phosphatase inhibitors, primary screen, biochemical, absorbance, uHTS; Dual specificity protein phosphatase 3 (Homo sapiens), P51452; recombinant VHR phosphatase, pNPP absorbance; inhibition, % at 13.3 µM; hit rate 0.52% among 290,000; AID 1654, 2009; in the data active means inhibition above about 50%; further: some compounds called inactive have numbers as strong as hits
Target sequence (P51452 whole entry, looked up): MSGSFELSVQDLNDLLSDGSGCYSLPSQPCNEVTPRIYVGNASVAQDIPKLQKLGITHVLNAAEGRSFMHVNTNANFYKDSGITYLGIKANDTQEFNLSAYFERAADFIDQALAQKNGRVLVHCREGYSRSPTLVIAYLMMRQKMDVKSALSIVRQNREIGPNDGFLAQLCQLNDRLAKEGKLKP
PriA SSB inh – inhibitors of Klebsiella pneumoniae PriA binding to SSB C-terminal tail, primary screen, biochemical, AlphaScreen | hit rate 0.6% among 430,000 | PriA–SSB C-terminal tail interaction (Klebsiella pneumoniae) | inhibition, % at 33 µM | AID 1272365, 2023 | AlphaScreen SSBct-PriA binding, biotinylated peptide; in the data active means inhibition mostly above about 37%, no sharp cut-off; inactive means mostly below about 20%;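 further: plate controls were negative control peptide for no effect and reference peptide for full effect; strong numbers were not always called active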
Anthrax LF prot – Bacillus anthracis LF protease inhibitors, primary screen, biochemical, multiplex microsphere, MLPCN library | Lethal factor (Bacillus anthracis), P15917 | multiplex microsphere protease cleavage assay | inhibition, % at 10 µM | hit rate 0.12% among 360,000 | AID 588501, 2011; further: plate controls were buffer without enzyme for full effect and enzyme alone for no effect
BoNT A protease – BoNT/A light chain protease inhibitors, primary screen, biochemical, flow cytometry, MLPCN library. hit rate 0.17% among 360,000. multiplex microsphere protease substrate cleavage. inhibition, % at 10 µM. AID 588499, 2011. Botulinum neurotoxin type A light chain protease (Clostridium botulinum A str. ATCC 3502); further: plate controls were buffer without enzyme for full effect and enzyme alone for no effect
* = called active by the depositor; ? = inconclusive; . = not tested or not shown. Unless noted, no stated cut-off is given here; in the data, active means inhibition above about 30%; inconclusive means no clear call, values can overlap the other calls; inactive means below that. Some of the compounds tested; rates above refer to the full screens.

Structure	CCHF vOTU inh	3CLpro inhibitor	MazF activator	BoNT-F LC inh	Rv3671c protease	PrPC surface inh	VHR inh abs	PriA SSB inh	Anthrax LF prot	BoNT A protease
CCOc1ccc(CCNC(=O)c2ccc(Cl)c(S(=O)(=O)N3CCOCC3)c2)cc1OCC	42*	.	5	.	1	5	.	-1	.	.
COc1cccc(OC)c1C(=O)Nc1cccc(C(=O)Nc2cccc(C(=O)O)c2)c1	2	4	-4	-19	1	-6	24	-7	-10	-3.1
COc1ccccc1CNC(=O)COC(=O)c1nccnc1N	-41	10	-3	0	-4	-3	10	-7	-5	-0.6
CC(NC(=O)c1ccco1)C(=O)N1CCc2ccccc2C1 (configuration not stated)	-2	-3	8	-2	4	2	-8	-9	-4	-0.9
COc1ccc(S(=O)(=O)N2CCN(c3ccc4nnc(-c5ccccc5)n4n3)CC2)cc1	-6	2	14	-2	-15	-3	17	-10	0	-0.5
COc1ccc(OC)c(/C=C2\SC(=S)N(NS(=O)(=O)c3ccccc3)C2=O)c1	25	2	-7	?	5	-4	-10	-2	5	0.6
CN(c1ccc(C(=O)Nc2ccc(Cl)cn2)cc1)S(=O)(=O)c1ccccc1	13	3	2	1	-3	14	8	-5	-3	0.2
CC(NC(=S)Nc1cccc(C(F)(F)F)c1)C(C)(C)C (configuration not stated)	10	4	3	-10	-2	10	18	-17	-7	-0.4
OC[C@@H]1CN(Cc2cccs2)C[C@H](n2cnc3c(NC4CCC4)ncnc32)O1	4	.	.	-2	.	-1	.	.	-3	0.0
O=C(NC(=S)Nc1ccc(NC(=O)c2cccs2)cc1)c1cc2ccccc2o1	-3	-6	-1	-3	1	-4	3	3	0	0.1
Cc1cc(C)n2nc(SCC(=O)N(C(C)C)C(C)C)nc2n1	-19	-4	2	7	-3	0	17	-10	0	-0.3
COC(=O)C1=C(C(=O)OC)[C@@H]2N(C)c3ccc(OC)cc3[C@@]23C[C@@H](C(=O)OC)N(C(=O)NCCBr)C3=N1	-6	.	2	.	2	3	.	17	.	.
CCOc1ccc(-n2c(-c3ccccc3)c[n+]3c2CCCCC3)cc1	-2	0	5	2	3	22	17	-8	1	0.2
O=C(NC1CCCCC1)C(c1ccco1)N(C(=O)c1csnn1)c1ccc(Cl)cc1 (configuration not stated)	1	-2	-3	7	0	1	16	4	5	-2.4
O=C(CSc1ccc2c(c1)OCCO2)NC(=O)NC1CCCC1	9	-4	9	4	3	1	11	-8	-5	1.6
COc1ccc(S(N)(=O)=O)cc1C(=O)OCCCC(=O)c1ccccc1	8	.	1	-10	0	5	.	2	-1	-0.7
COc1ccc(S(=O)(=O)N2CCCCCC2)cc1C(=O)N(C)Cc1ccc(F)cc1	-5	.	-3	16	-2	4	.	-6	0	1.6
CCCS(=O)(=O)NC(=O)C1(C)CCN(C(=O)c2nc(C)oc2C)C1 (configuration not stated)	4	.	.	-4	.	6	.	.	3	0.0
O=C(C1CC1)N1N=C(c2cccc(Br)c2)CC1(O)C(F)(F)F (configuration not stated)	9	-3	0	-5	-12	-3	89	-17	3	-2.5
CC(C)Cn1c(O)c2ccc(C(=O)N=NC(=O)c3cccnc3)cc2c1O	7	3	-3	-12	4	-9	17	-5	-3	-1.2
O=C(/C=C/c1cccc([N+](=O)[O-])c1)NCc1ccc2c(c1)OCO2	1	4	3	-9	-12	-12	0	-5	1	-0.7
NC(=S)Nc1cc(Cl)ccc1Cl	-8	3	8	.	-1	3	1	-2	.	.
CC(C)c1ccc(/C=N/NC(=O)c2nnn(-c3nonc3N)c2CN2CCOCC2)cc1	12	1	12	-4	0	6	21	.	-3	-3.0
FC(F)(Cl)c1nnc2ccc(Sc3ccccn3)nn12	18	2	0	3	0	7	13	-9	1	0.5
CC1CCN(c2nnc(-c3ccccc3)c3ccccc23)CC1	7	1	0	8	-1	7	22	-1	0	1.5
CC1CN(C2CCCCC2)C(=S)N(c2ccccc2)C1=O (configuration not stated)	-2	.	9	-6	.	-4	.	-6	1	0.1
O=C(CN1CCN(S(=O)(=O)c2ccc(F)cc2)CC1)Nc1cc(C(F)(F)F)ccc1Cl	16	-4	1	-7	-4	0	18	-26	-9	-0.4
Cc1ccc(OCc2nnc(SC(C)C(=O)O)n2-c2ccccc2)cc1 (configuration not stated)	-3	5	8	-1	4	5	11	12	-15	-4.7
Cc1ccc(N2CC(NS(=O)(=O)c3cc(F)ccc3F)CC2=O)cc1C (configuration not stated)	-5	.	3	?	0	1	.	0	?	?
CCCc1nc(SCc2ccccc2Cl)n[nH]1	9	0	-3	-6	-5	1	8	-1	-1	0.1

Remaining list, next part
Structure	CCHF vOTU inh	3CLpro inhibitor	MazF activator	BoNT-F LC inh	Rv3671c protease	PrPC surface inh	VHR inh abs	PriA SSB inh	Anthrax LF prot	BoNT A protease
COCCNC(=O)c1c(NC(=O)c2nc(SC)ncc2Cl)sc2c1CCCC2	-17	1	-31	-7	8	1	-8	-8	-2	0.6
COc1ccccc1N1CCN(CC(=O)Nc2ccc(CN3CCCCC3)cc2)CC1	.	0	4	-7	-8	.	9	-7	-5	-0.2
Cc1ccc(Cl)cc1NC(=O)c1ccccc1OCC(=O)N1CCOCC1	15	2	2	-2	14	-2	-29	37	-2	1.8
Cc1cc(=O)n2c3ccccc3n(CC(O)CN3CCN(CCO)CC3)c2c1C#N (configuration not stated)	-10	2	14	-3	17	7	6	-1	0	0.2
CC(C)Oc1cc(F)ccc1-c1cc(C(=O)NCc2ccccc2)[nH]n1	9	.	.	-8	.	-4	.	.	0	-0.7
O=C(c1cccnc1)N1CCN(c2ccc3ccccc3n2)CC1	-10	-3	5	-3	2	2	16	-1	-5	-0.1
Cc1ccc(NC(=O)C(C)OC(=O)c2ccc(NS(=O)(=O)c3ccc(F)c(F)c3)cc2)cc1 (configuration not stated)	15	3	-1	-8	-24	9	-7	-2	-4	-0.8
CC(=O)NC(=S)Nc1ccccc1C(=O)Nc1ccccc1	4	-3	-3	-3	-4	-3	7	-9	-4	-0.7
CC1(c2cccc(Br)c2)NC(=O)N(CC(=O)Nc2ccc(S(N)(=O)=O)cc2)C1=O (configuration not stated)	8	-2	5	2	-5	-6	2	2	1	1.2
Cn1c(=O)[nH]c(=O)c2[nH]c(CN3CCN(Cc4ccccc4)CC3)nc21	-3	.	10	-11	10	2	14	-11	-5	-1.3
C=CCn1c(O)c(C(C)=NCCC(c2ccccc2)c2ccccc2)c(=O)[nH]c1=O	5	-5	3	-4	-3	2	-17	-7	0	0.1
O=C(O)c1ccc(Cl)c(S(=O)(=O)Nc2ccc(S(=O)(=O)Nc3cccc(Cl)c3)cc2)c1	-5	3	-13	4	-94	-1	19	-13	1	-0.6
CCC(C)NC(=O)c1ccccc1NC(=O)CN1C(=O)c2ccccc2S1(=O)=O (configuration not stated)	-2	-1	8	1	-9	3	11	-7	-16	-0.5
Cc1occc1-c1nnc(SCC(=O)N2CCOCC2)n1CC(C)C	0	3	3	-21	3	-8	4	-2	2	1.1
O=C(COc1ccccc1Cl)N1CCN(c2ccc(F)cc2)CC1	-3	-4	2	-15	4	-4	3	-10	2	-1.2
CC(=O)COC(=O)C1CC(=O)N(c2ccc(C)c(C)c2)C1 (configuration not stated)	10	-1	1	-2	-1	6	2	-9	-1	0.1
Cn1cnnc1Sc1cc(N2CCN(S(=O)(=O)c3ccc4ccccc4c3)CC2)ccc1[N+](=O)[O-]	-11	7	-5	-3	-7	-13	-22	4	-1	-0.4
CCOc1ccccc1NC(=O)c1nnn(CC(=O)Nc2ccc3c(c2)OCO3)c1N	14	8	-12	4	-21	10	69	3	-2	-1.4
O=C(Cc1ccc(Cl)cc1)c1ccccc1	0	.	3	2	.	-1	.	-8	3	-0.4
CCOc1cccc(OCCOCCn2cnc3ccccc3c2=O)c1	12	-4	2	-15	1	0	24	-15	-3	-0.8
COc1ccc(-c2nnc(NC(=O)c3ccc4c(c3)OCCO4)o2)cc1	-1	-7	4	4	-2	-1	-37	-7	3	1.9
CCCCn1c(N)c(N(CCOC)C(=O)c2ccc(C)c(S(=O)(=O)N3CCOCC3)c2)c(=O)[nH]c1=O	-11	.	1	-65	11	0	.	-11	?	-42
CSCCC(NC(N)=O)C(=O)Nc1cccc(S(=O)(=O)N2CCOCC2)c1 (configuration not stated)	-14	7	9	3	2	-4	14	-8	5	-1.0
N#CCOc1ccccc1CNC[C@H]1O[C@@H](n2cnc3c(=O)[nH]c(N)nc32)[C@H](O)[C@@H]1O	7	.	.	-4	.	-5	.	.	-1	-0.4
CCCCCCCCCCOC(=O)Cn1c(COc2ccccc2OC)[n+](C)c2ccccc21	25	4	-76	-15	4	20	8	12	-14	-0.7
COCCNc1ncnc2c1ncn2[C@H]1CN(CCOC)C[C@@H](CO)O1	9	.	.	-2	.	3	.	.	0	0.1
COc1ccc(C(c2c(O)c3ccccc3oc2=O)c2c(C)n(C)n(-c3ccccc3)c2=O)cc1 (configuration not stated)	5	4	-4	-2	-8	10	-4	15	-1	0.4

2 entries from above, with values under each structure.
Order of results – CCHF vOTU inh | 3CLpro inhibitor | MazF activator | BoNT-F LC inh | Rv3671c protease | PrPC surface inh | VHR inh abs | PriA SSB inh | Anthrax LF prot | BoNT A protease
COc1ccc(-c2nnc(NC(=O)c3ccc4c(c3)OCCO4)o2)cc1
→ -1 | -7 | 4 | 4 | -2 | -1 | -37 | -7 | 3 | 1.9
CC(=O)COC(=O)C1CC(=O)N(c2ccc(C)c(C)c2)C1 (configuration not stated)
→ 10 | -1 | 1 | -2 | -1 | 6 | 2 | -9 | -1 | 0.1
